Screening results as filed in PubChem.
TEAD-YAP inh: TEAD-YAP interaction inhibition, primary screen, TEAD-YAP interaction inhibitor project, luminescence, HEK-TIYL cells | TEAD-Gal4/YAP UAS-luciferase luminescence | 640,000 compounds, 1.4% hits | inhibition, % at 9.12 µM; in the data active = inhibition above about 32%;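 also: 0% = median of test compound wells and 100% = reference inhibitor wells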
MITF inh: MITF inhibitors, primary screen, biochemical, AlphaScreen, human. inhibition, % at 2.6 µM. AlphaScreen MITF homodimerization, bead proximity signal. 650,000 compounds, 0.91% hits. AID 1259374, 2018; in the data active = inhibition above about 50%;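 also: 0% = vehicle wells with protein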
Target sequence (O75030 whole entry, looked up): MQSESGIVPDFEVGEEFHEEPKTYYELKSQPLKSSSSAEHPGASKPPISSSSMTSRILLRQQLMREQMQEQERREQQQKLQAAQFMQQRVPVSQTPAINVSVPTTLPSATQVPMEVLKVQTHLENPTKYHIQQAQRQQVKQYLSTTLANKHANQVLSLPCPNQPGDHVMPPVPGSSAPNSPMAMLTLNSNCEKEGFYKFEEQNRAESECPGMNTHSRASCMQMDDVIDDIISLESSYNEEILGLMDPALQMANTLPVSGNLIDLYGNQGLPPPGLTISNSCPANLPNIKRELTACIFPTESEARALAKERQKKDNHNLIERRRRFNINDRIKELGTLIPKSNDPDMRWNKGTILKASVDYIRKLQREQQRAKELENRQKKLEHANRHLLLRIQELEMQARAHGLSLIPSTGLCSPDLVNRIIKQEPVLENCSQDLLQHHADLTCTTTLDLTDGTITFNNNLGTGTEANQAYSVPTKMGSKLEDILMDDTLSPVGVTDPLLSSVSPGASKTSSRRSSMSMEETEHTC
GPR151 ag: activators of human GPR151, primary screen, cell-based, PathHunter beta-arrestin, luminescence; G-protein coupled receptor 151 (Homo sapiens), Q8TDV0; PathHunter beta-arrestin GPR151 cells; activation, % at 11.2 µM; 650,000 compounds, 1% hits; AID 1508602, 2020; in the data active = activation above about 4.9%;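 also: 0% = median of compound wells and 100% = cells with positive control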
Target sequence (Q8TDV0 whole entry, looked up): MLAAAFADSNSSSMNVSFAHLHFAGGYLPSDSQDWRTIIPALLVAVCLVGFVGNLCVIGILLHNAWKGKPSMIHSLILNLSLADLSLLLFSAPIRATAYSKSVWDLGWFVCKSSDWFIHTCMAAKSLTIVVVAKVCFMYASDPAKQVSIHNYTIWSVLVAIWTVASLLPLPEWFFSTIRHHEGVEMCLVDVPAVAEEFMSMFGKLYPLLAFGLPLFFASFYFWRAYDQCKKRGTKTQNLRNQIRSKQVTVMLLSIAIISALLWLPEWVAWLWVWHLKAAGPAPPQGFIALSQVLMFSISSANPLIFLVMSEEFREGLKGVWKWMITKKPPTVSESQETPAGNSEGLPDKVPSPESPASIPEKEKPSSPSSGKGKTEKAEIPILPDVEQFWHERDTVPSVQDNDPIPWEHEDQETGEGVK
FBW7 act: FBW7 E3 ligase activators, primary screen, biochemical, AlphaScreen, human | AID 1259310, 2017 | 650,000 compounds, 0.13% hits | normalized activity (activation), % at 26.1 µM | AlphaScreen FBW7–phospho-cyclin E peptide binding, activator screen; in the data active = normalized activity above about 1.9%;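 also: purified mutant Fbw7 with reduced substrate affinity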
Numbers without * were called inactive; nt = no result given.

SMILES	TEAD-YAP inh	MITF inh	GPR151 ag	FBW7 act
CC1(C)C=C(NCC2CCCO2)CC(=O)C1 (stereo not given)	0	-1	-0.2	0.1
COc1ccc(Nc2nc(-c3c[nH]c4ccccc34)cs2)cc1	-15	16	5.4*	-0.1
COc1cccc(C2CC(=O)Nc3sc4c(C)c(C#N)c(N)nc4c32)c1 (stereo not given)	3	0	0.6	0.2
O=C(c1nccc2ccccc12)N1CCC(c2ccnc3nc(C(F)(F)F)nn23)CC1	0	-12	-0.6	0.1
C/C(=N\NC(N)=O)C1CC(CC(C)C)C(=O)O1 (stereo not given)	-4	-3	0.4	0.8
C#CCOC(=O)C(Cc1ccc(F)cc1)NC(=O)c1ccccc1 (stereo not given)	11	10	1.7	1.4
CCOC(=O)C1=C(C)N=c2s/c(=C\c3cccc(OC)c3OC)c(=O)n2C1c1ccccc1OC (stereo not given)	4	1	-0.2	0.1
Cc1cccc(C)c1NC(=O)Cn1c(-c2nonc2N)nc2ccccc21	1	15	-1.3	-0.3
CCN1CCN(CCCNC(=O)c2cc3c(=O)oc4ccc(C)cc4c3s2)CC1	0	19	-0.4	0.0
CCN1CCN(C(c2cccs2)C(C)NC(=O)C(=O)N2CCCCC2)CC1 (stereo not given)	13	6	1.2	0.1
Cn1cccc1Cc1nnc(SCC(N)=O)n1-c1ccccc1	-3	-2	0.9	-0.1
CCOC(=O)CC1=C(C(=O)OCC)C(c2ccc(OC)cc2OC)C(C#N)=C(N)O1 (stereo not given)	10	-2	3.2	0.0
COc1ccc(-c2nnc(-c3ccc(C)cc3)o2)cc1	-59	16	0.7	0.2
CCOC(=O)c1ccc(NC(=O)CSc2nc3cc(C(=O)OC)ccc3c(=O)n2CCc2ccc(S(N)(=O)=O)cc2)cc1	8	4	0.9	0.0
O=S(=O)(Nc1cccc(-c2ccc(N3CCOCC3)nn2)c1)c1cccc(Cl)c1Cl	-15	0	1.2	0.0
COc1ccc2nc3c(cc2c1)CN(CC1CC1)C(=O)C(C)O3 (stereo not given)	-16	-6	-0.4	-0.1
O=C(NCc1ccccc1)c1nn2c(c1Cl)NC(c1ccc(Cl)cc1)CC2C(F)(F)F (stereo not given)	12	5	-2.1	0.2
Cc1csc(NC(=O)CSc2nnc3scc(-c4ccc(F)cc4)n23)n1	5	2	0.4	-0.1
CC1CCN(C(=O)C2CC3CCCN3C23C(=O)Nc2ccccc23)CC1 (stereo not given)	14	10	0.5	-0.1
COC(=O)c1ccc(/C=N/NC(=O)COc2ccc(Cl)cc2[N+](=O)[O-])cc1	-13	3	0.0	-0.1
C=CCc1cc(/C=c2/sc3n(c2=O)C(c2ccccc2OC(C)C)C(C(=O)OCC)=C(C)N=3)cc(OCC)c1OCC (stereo not given)	-6	7	-0.2	0.0
Cc1cccc(CC(C#N)SC#N)c1 (stereo not given)	10	3	0.5	-0.1
CC(C)CC(=O)N1CCN(Cc2ccccc2C(F)(F)F)CC1	2	58*	0.0	0.0
CC1(C)CC(=O)C2=C(C1)OC(N)=C(C#N)C21CCN(Cc2ccccc2)CC1	6	9	0.6	-0.1

Pulled by structure from the list above, seven records:
SMILES	TEAD-YAP inh	MITF inh	GPR151 ag	FBW7 act
O=C(c1nccc2ccccc12)N1CCC(c2ccnc3nc(C(F)(F)F)nn23)CC1	0	-12	-0.6	0.1
COc1ccc(Nc2nc(-c3c[nH]c4ccccc34)cs2)cc1	-15	16	5.4*	-0.1
O=S(=O)(Nc1cccc(-c2ccc(N3CCOCC3)nn2)c1)c1cccc(Cl)c1Cl	-15	0	1.2	0.0
COc1ccc2nc3c(cc2c1)CN(CC1CC1)C(=O)C(C)O3 (stereo not given)	-16	-6	-0.4	-0.1
CCOC(=O)C1=C(C)N=c2s/c(=C\c3cccc(OC)c3OC)c(=O)n2C1c1ccccc1OC (stereo not given)	4	1	-0.2	0.1
CC1CCN(C(=O)C2CC3CCCN3C23C(=O)Nc2ccccc23)CC1 (stereo not given)	14	10	0.5	-0.1
CC1(C)CC(=O)C2=C(C1)OC(N)=C(C#N)C21CCN(Cc2ccccc2)CC1	6	9	0.6	-0.1

(next part)
SMILES	TEAD-YAP inh	MITF inh	GPR151 ag	FBW7 act
COc1ccc(CN2C(=O)CC(C(=O)Nc3cccc(C)c3)SC2=Nc2cccc(C(F)(F)F)c2)cc1 (stereo not given)	-4	3	0.2	-0.1
Nn1c(SCC(=O)Nc2ccc(N3CCOCC3)cc2)nnc1-c1cccs1	-19	20	0.0	0.2
CCC(CC)C(=O)Nc1c(C)cccc1C	-7	12	-1.5	0.0
CCC1=NN(C(=O)Cc2ccccc2)C(O)(c2ccccc2)C1 (stereo not given)	-5	6	6.9*	0.1
COc1cc(/C=N/Nc2nc(C)cc(C)n2)ccc1OC(F)F	-3	-1	2.0	0.2
CCSc1nnc2c(n1)OC(c1ccc(N(C)C)cc1)Nc1ccccc1-2 (stereo not given)	-11	1	0.0	-0.2
CC(C)NC(=O)c1cnn2c(C(F)(F)F)cc(-c3ccco3)nc12	2	1	0.1	0.0
CC1Oc2cc(Cl)ccc2N(Cc2ccc3ccccc3n2)C1=O (stereo not given)	2	15	-1.0	0.1
CC1CCCN(C(=O)C2CCN(Cc3cccc(O)c3)CC2)C1 (stereo not given)	2	18	-0.4	-0.2
COC(=O)c1ccc(NC(=O)CN2CCN(S(=O)(=O)c3ccc(Cl)cc3)CC2)cc1	4	2	2.4	0.0
Cc1ccc(Cl)cc1NC(=O)CSCc1ccc(Cl)cc1	8	7	-0.5	0.3
N#Cc1c(NC(=O)Cc2ccccc2)sc2c1CCCC2	-11	-8	2.3	-0.3
CCCN(CCO)Cc1coc2ccc(Cl)cc2c1=O	-12	-16	-1.2	0.2
COCCNC(=O)C(=O)N/N=C\c1ccccc1F	3	15	-0.2	0.5
Cc1noc(C)c1-c1cncc(C(=O)NCc2nc3ccccc3[nH]2)c1	-2	3	-0.8	-0.1
CCOC(=O)c1c(C)n(-c2ccc(Cl)cc2)c2ccc(Oc3nccc(Nc4ccccc4)c3C#N)cc12	1	13	0.2	0.0
COc1cccc(CC(C2CCN(C(=O)[C@@H]3CCC(=O)N3)CC2)N(C)C(=O)CC(C)C)c1 (stereo not given in full)	5	5	0.5	-0.1
OCC1COc2ccccc2O1 (stereo not given)	2	16	-2.1	0.3
CN(C)c1ccc(-c2nc3cc(NC(=O)c4cc([N+](=O)[O-])ccc4Cl)ccc3o2)cc1	-19	0	-0.2	-0.1
c1ccc(OCCOCCn2nnc3ccccc32)cc1	-8	-2	1.0	-0.4
CNC(=O)C1CCCN(c2nn3c(=O)cc(C)nc3s2)C1 (stereo not given)	-5	-12	2.0	0.5
CC(C)(C)C(=O)NC(=S)NNC(=O)c1ccc(Cl)cc1Cl	-22	12	-0.7	0.3
COc1ccc(C(=O)Nn2c(C3CCC3)nc3ccccc3c2=O)c(OC)c1	0	5	-0.6	0.1
CCCCOc1ccc(CSc2n[nH]c(CC)n2)cc1	-5	16	-1.5	0.2
CN(C(=O)Nc1ccc(I)cc1)c1ccccc1	-12	12	0.4	0.2
Cc1nc(NCC(C)C)c2c3c(sc2n1)CCCC3	5	52*	1.1	0.0
Cc1ccccc1CN1CCN(C2CCC2)CC1CCO (stereo not given)	-3	-4	-0.9	0.0
O=C(Nc1cccc(N2CCC(NCc3cnn(-c4ccccc4)n3)CC2)c1)C1CC1	4	4	0.4	-0.2
COc1ccc(N2C(=O)c3cccc4cc([N+](=O)[O-])cc(c34)C2=O)cc1	-11	-10	-0.1	-0.1
CC/C=C\C/C=C\C/C=C\C/C=C\CCCCC(=O)OC	nt	10	-0.5	nt
O=C(CCC(=O)OCC(=O)c1ccc(Cl)cc1)Nc1cc(C(F)(F)F)ccc1Cl	4	1	-1.2	0.1
Clc1cccc(C2Oc3ccc(Cl)cc3C3CC(c4cccs4)=NN32)c1 (stereo not given)	-20	-3	-0.4	-0.1
CCOC(=O)c1c(NC(=O)c2ccc(F)cc2)sc2c1CCC2	10	4	2.3	0.0
O=C(CN1CCCC(COCc2ccccc2)C1)Nc1ccc(F)cc1F (stereo not given)	-9	8	-0.7	-0.2
COCCNC(=O)c1cc2c(=O)n3ccccc3nc2n(Cc2ccco2)c1=N	-8	-5	-0.6	-0.1
Cc1ccc(NC(=O)CCN2CCCCC2)cc1	-7	21	-1.0	1.3
CN(CC1COCCO1)c1nc2nonc2nc1N1CCCCC1 (stereo not given)	-5	5	0.9	0.1
CCCSc1nnc2c(n1)OC(c1ccncc1)Nc1ccccc1-2 (stereo not given)	-27	-10	0.3	0.0
CCn1c(C)c(CCC(=O)NCC2CCCO2)c(=O)n2nc(-c3ccccc3OC)cc12 (stereo not given)	1	9	1.2	0.1
CSc1nc2c(c(=O)[nH]1)C(c1ccc(O)cc1)C1=C(CCCC1=O)N2 (stereo not given)	4	4	0.0	-0.2
O=C(CCCc1ccccc1)N1CCc2ccccc21	-24	2	-0.3	0.0
CC(CCO)NC(=O)/C(=C\c1ccc(Cl)cc1)NC(=O)c1ccccc1 (stereo not given)	3	-2	-1.1	-0.1
CC(C)CCNC(=O)C1CCCN(S(=O)(=O)c2ccc3c(c2)oc(=O)n3C)C1 (stereo not given)	0	17	0.9	0.2
CCCCSc1nsc(NC(=O)OCC)n1	-41	-3	0.6	-0.2
CCOC(=O)c1c(NC(=O)c2ccco2)sc2c1CCC(C(C)(C)C)C2 (stereo not given)	-1	6	-0.4	0.1
O=C(Nc1ccccc1I)C(C(F)(F)F)C(F)(F)F	7	11	-1.4	0.3
COc1ccc(-c2noc(C3CCCN(C(=O)Nc4cccc(C)c4)C3)n2)cc1 (stereo not given)	-46	3	-1.4	-0.1
Cc1c(Cl)cccc1Nc1nc(-c2cc3ccccc3oc2=O)cs1	2	-3	1.0	0.0
CCc1nn(CC(=O)OC(C)C)c(=O)c2cc3sc(C)cc3n12	3	16	-0.7	0.0
CN(C)C(=O)CSc1nnc2c3ccccc3n(C)c2n1	1	4	1.8	0.2
COc1cc(OC)c(C2Nc3ccccc3NC3=C2C(=O)CC(c2ccccc2Cl)C3)cc1OC (stereo not given)	-10	3	-0.5	0.1
O=S(=O)(c1ccccc1)c1cnc2cc3c(cc2c1N1CCOCC1)OCCO3	6	1	1.5	-0.1
Cc1nc2c(c(=O)[nH]1)CN(Cc1ccc(N3CCCC3)c(F)c1)CC2	12	3	-0.5	-0.1
Cc1c(C(=O)NCc2ccccc2)oc2ccc3c(c12)C(=O)CC(C)(C)O3	3	8	-1.4	0.2
Cc1[nH]c(=O)[nH]c(=O)c1S(=O)(=O)Nc1ccc(Br)cc1F	8	-8	-1.3	-0.1
O=C(NNc1ccc([N+](=O)[O-])cc1)c1ccc(Cl)cc1Cl	-9	-17	-1.6	-0.2
CC(C)Cc1ccc(S(=O)(=O)Nc2ccccn2)cc1	-10	-5	2.9	-0.1
COc1ccc(N(CC(=O)NCc2ccc(F)cc2)C(=O)c2ccco2)cc1	-6	4	-0.5	0.0
O=C(CCNC(=O)c1ccccc1Br)NCCCN1CCOCC1	-7	3	-0.7	0.1
COc1cccc(C=Nc2ccc(S(=O)(=O)Nc3cc(C)on3)cc2)c1O	4	6	1.3	0.5
Next part.
SMILES	TEAD-YAP inh	MITF inh	GPR151 ag	FBW7 act
CCC(c1nnnn1CS(=O)(=O)c1ccc(C)cc1)N1CCN(c2ncccn2)CC1 (stereo not given)	3	-5	0.4	-0.1
CCCc1nc(SCC(=O)NCc2ccco2)c2c(=O)n(C)c(=O)n(C)c2n1	12	-1	-0.8	0.0
CC(C)(CO)Cn1c(=O)[nH]c2ncc(-c3ccco3)nc21	-4	23	-0.1	0.2
O=C(C1CCCN1S(=O)(=O)c1cccc2cccnc12)N1CCc2ccccc21 (stereo not given)	8	73*	0.9	0.0
C#CCOC(=O)CCCC(=O)Nc1ccccc1C	7	-13	-1.9	0.0
COc1ccc(-c2noc(N3CC=C(c4ccccc4)CC3)n2)cc1	11	-4	-1.1	-0.1
CCC(C(=O)Nc1nc(C)c(C)s1)c1ccccc1 (stereo not given)	15	5	0.3	-0.2
O=C1CCCC(O)=C1C(C#Cc1ccccc1)C1=C(O)CCCC1=O	-4	-14	1.0	0.0
Cc1ccc(C2=NC(C)(C)NC2=S)cc1	-30	-16	3.1	-0.2
NC(=O)Cn1nnc(-c2ccc(NC(=O)c3ccc(F)cc3)cc2)n1	3	12	0.0	-0.1
O=C(NCCc1ccccc1)C1CCCN(c2c3c(nc4ncnn24)CCC3)C1 (stereo not given)	4	2	1.5	0.1
O=C(COC(=O)c1ccccc1Nc1ccccc1)c1ccccc1	1	-9	0.7	0.6
c1cnc(Nc2cc(NCCN3CCOCC3)ncn2)cn1	-2	10	1.6	0.1
O=C(Nc1c2c(nn1-c1ccccc1)CS(=O)C2)C12CC3CC(CC(C3)C1)C2 (stereo not given)	-1	2	0.6	0.1

A different layout for part of the listing above.
| SMILES | TEAD-YAP inh | MITF inh | GPR151 ag | FBW7 act |
| --- | --- | --- | --- | --- |
| CC(C)NC(=O)c1cnn2c(C(F)(F)F)cc(-c3ccco3)nc12 | 2 | 1 | 0.1 | 0.0 |
| CC1Oc2cc(Cl)ccc2N(Cc2ccc3ccccc3n2)C1=O (stereo not given) | 2 | 15 | -1.0 | 0.1 |
| CC1CCCN(C(=O)C2CCN(Cc3cccc(O)c3)CC2)C1 (stereo not given) | 2 | 18 | -0.4 | -0.2 |
| COC(=O)c1ccc(NC(=O)CN2CCN(S(=O)(=O)c3ccc(Cl)cc3)CC2)cc1 | 4 | 2 | 2.4 | 0.0 |
